SRC1 TRFRET art – TR-FRET detection interference compounds, primary screen, artefact control for PPARgamma SRC-1 recruitment agonists, biochemical, TR-FRET emission ratio. TR-FRET detection artefact counter-screen; stronger effect = higher value. TR-FRET ratio at 8 µM. 0.34% of 99,000 active; in the data active means TR-FRET ratio above about 2300; further: inactives centre near 1800
SRC3 TRFRET art – TR-FRET detection interference compounds, artefact control for PPARgamma SRC-3 recruitment agonists, biochemical, TR-FRET ratio; TR-FRET artefact counter-screen, PPARgamma/SRC-3 format; stronger effect = higher value; TR-FRET ratio at 8 µM; 0.39% of 99,000 active; AID 1048, 2008; in the data active means TR-FRET ratio above about 2000; further: inactives centre near 1600
Active calls of the source: *. A portion of the library; rates above refer to the full screens.

Results for CN(C)S(=O)(=O)c1ccc(NC(=S)NC(=O)c2ccc(Br)o2)cc1 ?
SRC1 TRFRET art: 1887; SRC3 TRFRET art: 1557

What do the screens show for `CCC(=O)Nc1cccc(-c2csc(-c3ccccc3)n2)c1`?
SRC1 TRFRET art: 1900; SRC3 TRFRET art: 1578

Results for Cc1cc(N2CCCC2)nc2ccc(NC(=S)NC(C)C)cc12 ?
SRC1 TRFRET art: 1558; SRC3 TRFRET art: 1719

What do the screens show for `O=C(Nc1ccc(N2CCN(C(=O)c3cccs3)CC2)cc1)c1cccnc1Cl`?
SRC1 TRFRET art: 1577; SRC3 TRFRET art: 1451

How did COc1cccc(NC(=O)CC(c2ccc(OC(C)C)cc2)c2ccccc2OC)c1 (stereo not drawn) do in these assays?
SRC1 TRFRET art: 1974; SRC3 TRFRET art: 1474

What do the screens show for `Cc1ccc(CC(=O)N/N=C/c2ccc(OC(=O)c3ccc([N+](=O)[O-])cc3)cc2)cc1`?
SRC1 TRFRET art: 1623; SRC3 TRFRET art: 1547

How did CCNC(=O)NC(=O)C(C)OC(=O)C(C)(C)Oc1ccc(Cl)cc1 (stereo not drawn) do in these assays?
SRC1 TRFRET art: 1927; SRC3 TRFRET art: 1393

How did CCOc1ccc2nc(N/C(N)=N/C(=S)Nc3ccc(OC)cc3)nc(C)c2c1 do in these assays?
SRC1 TRFRET art: 1828; SRC3 TRFRET art: 1379

How did COc1ccc(CCN(Cc2ccccn2)C(=S)Nc2ccccc2F)cc1OC do in these assays?
SRC1 TRFRET art: 1926; SRC3 TRFRET art: 1723

How did CC(C)C[C@@H]1NC(=O)[C@H](C(C)C)NC(=O)c2cc([N+](=O)[O-])cc(I)c2NCC[C@@H](C(N)=O)NC1=O do in these assays?
SRC1 TRFRET art: 1812; SRC3 TRFRET art: 1560

How did Cc1ccc(-c2ccc(SCC(=O)N3CCN(c4ccccc4)CC3)nn2)cc1 do in these assays?
SRC1 TRFRET art: 1577; SRC3 TRFRET art: 1420

How did CCCCC[C@H](O)/C=C/C1=C(CCCCCCC(=O)O)C(=O)CC1 do in these assays?
SRC1 TRFRET art: 1679; SRC3 TRFRET art: 1765

Results for Cc1nc2c(-c3ccc(F)cc3)cnn2c2c1CCC2 ?
SRC1 TRFRET art: 1881; SRC3 TRFRET art: 1328

What do the screens show for `O=C(COC(=O)c1cc(-c2ccccc2Cl)nc2ccccc12)Nc1ncc(C(F)(F)F)cc1Cl`?
SRC1 TRFRET art: 1674; SRC3 TRFRET art: 1520

What do the screens show for `COc1cccc(NC(=S)NCc2cccnc2)c1`?
SRC1 TRFRET art: 1774; SRC3 TRFRET art: 1864

How did COCCNc1nnc(SC(C)C(=O)Nc2ccc(-c3nc4ccc(C)cc4s3)cc2)s1 (stereo not drawn) do in these assays?
SRC1 TRFRET art: 1666; SRC3 TRFRET art: 1377

What do the screens show for `O=C(NCc1ccc(Cl)cc1)C(=O)NCC1OCCN1S(=O)(=O)c1ccc2c(c1)OCCO2` (stereo not drawn)?
SRC1 TRFRET art: 1940; SRC3 TRFRET art: 1734

What do the screens show for `CCC(=O)Nc1cc(C(=O)O)ccc1Sc1ccc(Cl)cc1`?
SRC1 TRFRET art: 1748; SRC3 TRFRET art: 1436

How did CC(C)N(Cc1nc(-c2ccc(Cl)cc2)no1)C(=O)/C=C/c1ccccc1 do in these assays?
SRC1 TRFRET art: 1845; SRC3 TRFRET art: 1586

What do the screens show for `COc1cccc(C(=O)Nc2c3c(nc4c2CCC4)CCCC3)c1`?
SRC1 TRFRET art: 1657; SRC3 TRFRET art: 1508

What do the screens show for `CCCCN(CC)CCCNC(=O)c1csc2c1CCCCC2`?
SRC1 TRFRET art: 1965; SRC3 TRFRET art: 1451

Results for COc1ccc(NC(=O)c2c(N)no[n+]2[O-])cc1 ?
SRC1 TRFRET art: 1545; SRC3 TRFRET art: 1442

How did COc1ccccc1OCCn1cc(/C=N/n2cnnc2)c2ccccc21 do in these assays?
SRC1 TRFRET art: 1893; SRC3 TRFRET art: 1669

Results for CCOc1cnc(-c2ccccc2F)o1 ?
SRC1 TRFRET art: 1589; SRC3 TRFRET art: 1466

Results for O=C(Nc1cccc(Cl)c1)Nc1ccc2c(c1)C(=O)OC2 ?
SRC1 TRFRET art: 1630; SRC3 TRFRET art: 1465

Results for O=C(Cc1nn[nH]n1)NCc1ccccc1Cl ?
SRC1 TRFRET art: 1846; SRC3 TRFRET art: 1700

How did COc1ccc(NC(=O)CC2C(=O)N(c3cccc(OC)c3)C(=O)N2Cc2ccco2)cc1 (stereo not drawn) do in these assays?
SRC1 TRFRET art: 1908; SRC3 TRFRET art: 1708

What do the screens show for `COc1ccc(C(=O)NC(CC(=O)O)c2cc([N+](=O)[O-])ccc2Cl)cc1` (stereo not drawn)?
SRC1 TRFRET art: 1812; SRC3 TRFRET art: 1452

What do the screens show for `O=C(COC(=O)CC(NC(=O)c1ccccc1Cl)c1ccccc1)Nc1cccc(F)c1` (stereo not drawn)?
SRC1 TRFRET art: 1942; SRC3 TRFRET art: 1528

What do the screens show for `Cc1ccc(CNC(=O)C(C(=O)NCc2ccc(C)o2)c2ncc(C(F)(F)F)cc2Cl)o1`?
SRC1 TRFRET art: 1844; SRC3 TRFRET art: 1541

Gathered by group, the compounds so far with two or more sulfur atoms.
Results for CN(C)S(=O)(=O)c1ccc(NC(=S)NC(=O)c2ccc(Br)o2)cc1 ?
SRC1 TRFRET art: 1887; SRC3 TRFRET art: 1557

How did COCCNc1nnc(SC(C)C(=O)Nc2ccc(-c3nc4ccc(C)cc4s3)cc2)s1 (stereo not drawn) do in these assays?
SRC1 TRFRET art: 1666; SRC3 TRFRET art: 1377

(list continues)
What do the screens show for `COc1ccc2cc(C(N)=O)/c(=N/NC(=O)c3ccco3)oc2c1`?
SRC1 TRFRET art: 1816; SRC3 TRFRET art: 1447

How did CC1NC(=O)NC1CCCCC(=O)O (stereo not drawn) do in these assays?
SRC1 TRFRET art: 1694; SRC3 TRFRET art: 1439

How did COc1ccc(N2CC(C(=O)Nc3ccc(S(=O)(=O)N4CCOCC4)cc3)CC2=O)cc1 (stereo not drawn) do in these assays?
SRC1 TRFRET art: 1830; SRC3 TRFRET art: 1472

What do the screens show for `O=C(CCCOc1ccc(Cl)cc1Cl)N/N=C/c1ccc(Cl)cc1`?
SRC1 TRFRET art: 1483; SRC3 TRFRET art: 1556

How did O=C(c1ccc(C(F)(F)F)cc1)C1CCCN(Cc2cccn2-c2ncccn2)C1 (stereo not drawn) do in these assays?
SRC1 TRFRET art: 1657; SRC3 TRFRET art: 1656

How did CCOc1[nH]n(-c2ccccc2)c(=O)c1C=NCC(=O)OC do in these assays?
SRC1 TRFRET art: 1843; SRC3 TRFRET art: 1689

Results for O=C(COC(=O)COc1ccc2ccccc2c1)NC1CCCc2ccccc21 (stereo not drawn) ?
SRC1 TRFRET art: 1807; SRC3 TRFRET art: 1641

What do the screens show for `CC1(C)CCC(=O)N(c2ccccc2)C1=O`?
SRC1 TRFRET art: 1981; SRC3 TRFRET art: 1726

How did Cc1cccc(C)c1NC(=O)CN(C)CC(=O)Nc1ccccc1Oc1ccccc1 do in these assays?
SRC1 TRFRET art: 1616; SRC3 TRFRET art: 1431

Results for O=C(c1ccco1)N1CCN(C(=S)NC2CC3CCC2C3)CC1 (stereo not drawn) ?
SRC1 TRFRET art: 1738; SRC3 TRFRET art: 1449

Results for Cc1ccc(S(=O)(=O)N(Cc2n[nH]c(=S)n2-c2ccccc2)c2cccc(Cl)c2)cc1 ?
SRC1 TRFRET art: 1856; SRC3 TRFRET art: 1770

How did CCOC(=O)c1cnc2c(C(=O)OC)cccc2c1NCc1cccnc1 do in these assays?
SRC1 TRFRET art: 1603; SRC3 TRFRET art: 1575

How did Cc1c(Cl)cn2c(=O)cc(CN(C)Cc3nc4ccccc4c(=O)[nH]3)nc2c1Cl do in these assays?
SRC1 TRFRET art: 1955; SRC3 TRFRET art: 1510

What do the screens show for `CC(=O)Nc1ccc(NC(=O)CN(C)S(=O)(=O)c2ccc3nc(C)sc3c2)cc1`?
SRC1 TRFRET art: 1733; SRC3 TRFRET art: 1453

What do the screens show for `CC(=O)Nc1ccc(OCC(=O)N2CCC(Cc3ccccc3)CC2)cc1`?
SRC1 TRFRET art: 1869; SRC3 TRFRET art: 1834

What do the screens show for `Cc1c(C(=O)c2ccc(N(C)C)cc2)c2ccccn2c1CCC#N`?
SRC1 TRFRET art: 1848; SRC3 TRFRET art: 1452

How did COc1ccc(N2C(=O)CN=C2Nc2cccc(C)c2C)cc1OC do in these assays?
SRC1 TRFRET art: 1763; SRC3 TRFRET art: 1343

Results for O=C(/C=C\c1ccc(-c2ccccc2)o1)c1ccccc1 ?
SRC1 TRFRET art: 1573; SRC3 TRFRET art: 1496

Results for CC12CC3(C)CC(C)(C1)CC(C(=O)NCC(=O)O)(C2)C3 ?
SRC1 TRFRET art: 2075; SRC3 TRFRET art: 1652

How did O=C(c1cccs1)N1CCN(c2nnc(-c3ccccc3)c3ccccc23)CC1 do in these assays?
SRC1 TRFRET art: 1951; SRC3 TRFRET art: 1644

Results for N#CCSc1n[nH]c2nc3c(c(=O)n12)C1(CCCC1)Cc1ccccc1-3 ?
SRC1 TRFRET art: 1993; SRC3 TRFRET art: 1674

What do the screens show for `Cc1cccc(NC(=O)c2nc[nH]c2C(=O)Nc2cccc(C)c2)c1`?
SRC1 TRFRET art: 1769; SRC3 TRFRET art: 1641

What do the screens show for `O=C(Nc1ccc(Cl)c(C(F)(F)F)c1)c1ccncc1`?
SRC1 TRFRET art: 1826; SRC3 TRFRET art: 1602

How did Cc1nn(-c2ccccc2)c(N)c1C1(O)C(=O)N(C(C)C)c2ccccc21 (stereo not drawn) do in these assays?
SRC1 TRFRET art: 1898; SRC3 TRFRET art: 1538

How did O=S(=O)(c1ccccc1)N1CCN=C1SCc1cccc(Cl)c1 do in these assays?
SRC1 TRFRET art: 1893; SRC3 TRFRET art: 1629

Results for COc1ccc(C(=O)/C(=C\N(C)C)n2nc(C)cc2C)cc1 ?
SRC1 TRFRET art: 1896; SRC3 TRFRET art: 1637

What do the screens show for `O=C(c1ccco1)N1CCN(c2nc3ccsc3c(=O)s2)CC1`?
SRC1 TRFRET art: 1712; SRC3 TRFRET art: 1627

How did CCOc1ccc(-c2ccc(SCc3ccccn3)nn2)cc1 do in these assays?
SRC1 TRFRET art: 1846; SRC3 TRFRET art: 1357

What do the screens show for `CCOC(=O)N1CCN(C(=O)CCn2c(=O)[nH]c3ccsc3c2=O)CC1`?
SRC1 TRFRET art: 1645; SRC3 TRFRET art: 1449

How did CC1SC2(NC1=O)C1CC3CC(C1)CC2C3 (stereo not drawn) do in these assays?
SRC1 TRFRET art: 1810; SRC3 TRFRET art: 1459

How did O=C(/C=C/c1ccc(Cl)cc1Cl)Nc1ccc(CN2CCOCC2)cc1 do in these assays?
SRC1 TRFRET art: 1942; SRC3 TRFRET art: 1438

Results for CC(=O)c1ccc(N2CCN(C(=O)Nc3ccc(C)cc3)CC2)cc1 ?
SRC1 TRFRET art: 1903; SRC3 TRFRET art: 1673

What do the screens show for `Cc1cc(NC(=O)CSc2nnc(C3CC3)n2-c2ccccc2)no1`?
SRC1 TRFRET art: 1590; SRC3 TRFRET art: 1581

Results for Cc1cc(Cl)ccc1NC(=O)C1CCN(S(C)(=O)=O)CC1 ?
SRC1 TRFRET art: 1971; SRC3 TRFRET art: 1521

What do the screens show for `Cc1nn(C)cc1CN(C)Cc1c(C(=O)N(C)Cc2ccccc2)nc2ccccn12`?
SRC1 TRFRET art: 1673; SRC3 TRFRET art: 1484

Results for COc1cc(CNc2ccc(N3CCCC3)cc2)ccc1OCc1ccccc1 ?
SRC1 TRFRET art: 1987; SRC3 TRFRET art: 1726

How did CN(C)S(=O)(=O)c1cccc(NC(=O)COC(=O)CCC(=O)c2ccc(F)cc2)c1 do in these assays?
SRC1 TRFRET art: 1892; SRC3 TRFRET art: 1643

Results for C#CC(C)(CC)NC(=O)c1cc2cccc(CC=C)c2oc1=O (stereo not drawn) ?
SRC1 TRFRET art: 2083; SRC3 TRFRET art: 1781

What do the screens show for `CN(Cc1ccccc1)C(=O)c1ccccc1C(=O)O`?
SRC1 TRFRET art: 1876; SRC3 TRFRET art: 1531

How did CC1(C)O[C@@H]1COc1c2ccoc2cc2oc(=O)ccc12 do in these assays?
SRC1 TRFRET art: 2079; SRC3 TRFRET art: 1592

What do the screens show for `O=C(COC(=O)c1ccc([N+](=O)[O-])o1)Nc1cccc(S(=O)(=O)N2CCOCC2)c1`?
SRC1 TRFRET art: 1730; SRC3 TRFRET art: 1569

How did Cn1c(CN2CCN(C(=O)c3ccc(F)cc3)CC2)nc2cc([N+](=O)[O-])ccc21 do in these assays?
SRC1 TRFRET art: 1708; SRC3 TRFRET art: 1623

What do the screens show for `Fc1ccc(CN2CCCN(Cc3nc(-c4ccc5c(c4)OCO5)no3)CC2)cc1`?
SRC1 TRFRET art: 1669; SRC3 TRFRET art: 1653

Structural class, the entries above with an NH in an aromatic ring
Results for O=C(Cc1nn[nH]n1)NCc1ccccc1Cl ?
SRC1 TRFRET art: 1846; SRC3 TRFRET art: 1700

How did CCOc1[nH]n(-c2ccccc2)c(=O)c1C=NCC(=O)OC do in these assays?
SRC1 TRFRET art: 1843; SRC3 TRFRET art: 1689

Results for Cc1ccc(S(=O)(=O)N(Cc2n[nH]c(=S)n2-c2ccccc2)c2cccc(Cl)c2)cc1 ?
SRC1 TRFRET art: 1856; SRC3 TRFRET art: 1770

How did Cc1c(Cl)cn2c(=O)cc(CN(C)Cc3nc4ccccc4c(=O)[nH]3)nc2c1Cl do in these assays?
SRC1 TRFRET art: 1955; SRC3 TRFRET art: 1510

Results for N#CCSc1n[nH]c2nc3c(c(=O)n12)C1(CCCC1)Cc1ccccc1-3 ?
SRC1 TRFRET art: 1993; SRC3 TRFRET art: 1674

What do the screens show for `Cc1cccc(NC(=O)c2nc[nH]c2C(=O)Nc2cccc(C)c2)c1`?
SRC1 TRFRET art: 1769; SRC3 TRFRET art: 1641

What do the screens show for `CCOC(=O)N1CCN(C(=O)CCn2c(=O)[nH]c3ccsc3c2=O)CC1`?
SRC1 TRFRET art: 1645; SRC3 TRFRET art: 1449
